Source: PubChem
Cneo AK release – Cryptococcus neoformans lysis via adenylate kinase release | C. neoformans lysis, adenylate kinase release luminescence, 4 h; normalised: neutral wells 0, clomiphene wells 100 | lysis activity, % at 15 µM | hit rate 0.2% among 360,000 | AID 651654;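 active = mean lysis activity across replicates of at least 80%, whatever share of replicates individually reach that level; inactive = mean lysis activity below 80%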
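Test system: log-phase Cryptococcus neoformans yeast cells; Quantity: yeast cell density of 5 × 10^6 cells/mL; Buffer or medium: YPD; Doses: single compound concentration per well; Timing: 4 h at 37 °C static, read 1 h later; Measured by: AK luminescence; Read-out basis: lysis from increased AK signal; Control set: Clomiphene as positive control.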
PglD inh – inhibitors of Campylobacter jejuni PglD acetyltransferase. AID 602405. hit rate 0.098% among 360,000. purified PglD enzyme, DTNB colorimetric CoA detection. inhibition, % at 12.5 µM; in the data active = inhibition above about 16%, passing the limit was not always enough; inconclusive = no clear call, values can overlap the other calls; also: strong numbers were not always called active
PGC1a acetyl inh – lowers PGC1a acetylation signal in U2OS cells; AlphaScreen anti-acetyl-lysine; with virally co-expressed GCN5 acetyltransferase; inhibition, % at 15.6 µM; hit rate 0.17% among 350,000; AID 651687;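 active = every replicate shows inhibition of at least 40%; inconclusive = mean inhibition at least 40% but some replicate below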;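 also: 0% = neutral control wells and 100% = positive control wells; some results beyond the cut were filed as inactive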
miR-122 sensor – inhibitors of miR-122 in Huh7 cells; Huh7 miR-122 Renilla luciferase sensor, 48 h; neutral wells = 0, positive control = 100; activation (reporter increase), % at 12.5 µM; hit rate 0.3% among 340,000; AID 602342;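 active = mean replicate activation score at least 90 and every replicate individually at or above 90; inconclusive = only one of the two criteria met; inactive = neither criterion met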;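 also: higher luciferase means less miR-122 activity so hits act as miR-122 inhibitors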
E-selectin induc – induces E-selectin expression in human endothelial cells; P16581; HUVEC E-selectin immunofluorescence imaging; normalized: neutral wells 0, TNF-alpha wells 100; activation, % at 7.58 µM; hit rate 0.37% among 260,000;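 active = mean E-selectin-positive cell signal at least 10% of the positive control, reached in at least 60% of replicates, without over 20% cell loss; inconclusive = no rule given, readout overlaps actives, possibly toxicity-flagged; inactive = the rest, including those meeting only one limit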;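 also: in these data hits start at about 27%; measured in HUVEC primary endothelial cells; signal is the percent of cells scored E-selectin positive by PE staining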
Target sequence (P16581 whole entry, looked up): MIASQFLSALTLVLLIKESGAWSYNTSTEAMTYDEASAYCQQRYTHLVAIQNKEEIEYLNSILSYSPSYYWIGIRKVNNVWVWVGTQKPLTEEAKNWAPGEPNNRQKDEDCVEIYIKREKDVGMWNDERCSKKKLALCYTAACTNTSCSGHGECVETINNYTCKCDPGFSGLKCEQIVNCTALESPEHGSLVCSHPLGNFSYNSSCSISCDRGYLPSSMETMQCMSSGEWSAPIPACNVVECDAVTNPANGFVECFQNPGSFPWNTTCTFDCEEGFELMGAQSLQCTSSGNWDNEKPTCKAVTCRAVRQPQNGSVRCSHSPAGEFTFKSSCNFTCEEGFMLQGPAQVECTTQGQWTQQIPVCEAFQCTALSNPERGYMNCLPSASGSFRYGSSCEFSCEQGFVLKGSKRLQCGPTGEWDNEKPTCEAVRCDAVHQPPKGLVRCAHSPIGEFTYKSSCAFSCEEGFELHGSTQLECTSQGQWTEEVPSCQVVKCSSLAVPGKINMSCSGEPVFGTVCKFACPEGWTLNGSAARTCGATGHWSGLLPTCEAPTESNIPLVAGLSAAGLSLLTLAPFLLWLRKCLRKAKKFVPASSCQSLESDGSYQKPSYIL
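assay system = HUVEC, human umbilical vein endothelial cells | input = 3,000 HUVEC seeded per well | medium = EGM-2 growth medium on 0.1% gelatin-coated wells | dosing = one compound dose added by pin transfer | signal = immunofluorescence imaging | read-out basis = % PE-positive cells | control set = TNF-alpha, DMSO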
RAD54 branch – blocks human RAD54 Holliday junction branch migration; Q92698; FAM/BHQ fluorescence; inhibition, % at 10.4 µM; hit rate 0.14% among 360,000; AID 602329;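 active = mean normalized replicate activity at least 40 and at least half of replicates scoring 40 or more; inconclusive = only one of the two criteria met; inactive = mean below 40 and under half of replicates reaching 40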;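 also: 0% = median of neutral control wells and 100% = median of positive control wells; inhibitors cause a drop in the FAM fluorescence signal; in these data hits start at about 50%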
ERAP1 HTS inh – inhibitors of human ERAP1 aminopeptidase; inhibition, % at 10.7 µM; hit rate 0.15% among 340,000; AID 652197; recombinant ERAP1, Leu-AMC fluorescence, 60 min;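 active = mean replicate inhibition of at least 30%, or all replicates individually reaching that 30% level; inactive = mean below 30% and not every replicate reaching it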;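 also: 0% = neutral control wells and 100% = L-leucinethiol positive control wells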
RAD52 anneal inh – blocks human RAD52 DNA annealing | P43351 | recombinant RAD52 DNA annealing, FRET fluorescence | inhibition, % at 18.7 µM | hit rate 0.46% among 360,000;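 active = every replicate showing at least 50% inhibition; inconclusive = mean inhibition at least 50% but not in every replicate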
Target sequence (P43351 whole entry, looked up): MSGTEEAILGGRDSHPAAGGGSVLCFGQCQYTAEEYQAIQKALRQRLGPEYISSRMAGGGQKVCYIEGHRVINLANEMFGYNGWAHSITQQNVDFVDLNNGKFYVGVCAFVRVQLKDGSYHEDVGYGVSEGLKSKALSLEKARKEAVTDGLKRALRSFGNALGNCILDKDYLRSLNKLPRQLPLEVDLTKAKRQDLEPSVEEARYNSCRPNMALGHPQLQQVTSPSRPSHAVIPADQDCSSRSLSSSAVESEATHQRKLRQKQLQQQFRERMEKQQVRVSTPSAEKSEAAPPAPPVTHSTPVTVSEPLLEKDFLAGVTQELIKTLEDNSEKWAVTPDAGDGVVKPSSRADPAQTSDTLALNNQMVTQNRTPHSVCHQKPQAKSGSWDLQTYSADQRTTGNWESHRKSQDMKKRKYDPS
* marks the source's active call; other numbers are inactive results; ? = inconclusive; . = no result given; [ ] = another dose, or the depositor's remark.

#1 C[C@H](CO)N1C[C@H](C)[C@H](CN(C)C(=O)Nc2ccc(C(F)(F)F)cc2)Oc2ccc(NC(=O)C3CCCCC3)cc2CC1=O
#2 O=C(C[C@H]1C[C@H]2c3cc(NC(=O)NC4CCCC4)ccc3O[C@H]2[C@@H](CO)O1)NCc1cc(F)ccc1F
#3 COc1ccc(CN2CCCC(CO)(Cc3cccc(Cl)c3)C2)cc1OC (configuration not stated)
#4 COc1cccc(NC(=O)CN(C)C(=O)c2ccc(NC(=O)CC3SC(N4CCCCC4)=NC3=O)cc2)c1 (configuration not stated)
#5 Cc1ccc([C@@H]2CC=C(C(=O)O)[C@H](c3ccccc3F)N2S(=O)(=O)c2ccc(C)cc2)cc1
#6 CSc1cccc(NC(=O)CCCn2c(=O)c3cccn3c3cccnc32)c1
#7 CCN1CCN(CC(=O)Nc2ccc3c(c2)OCCO3)C(=O)C1=O
#8 C[C@H](CO)N1C[C@H](C)[C@H](CN(C)C(=O)C2CCOCC2)Oc2ncc(C3=CCCCC3)cc2C1=O

assay / entry	1	2	3	4	5	6	7	8
Cneo AK release	0	-2	-1	-1	6	-2	0	-1
PglD inh	0	-1	-6	-1	0	0	-1	-3
PGC1a acetyl inh	1	3	.	-8	.	5	-6	5
miR-122 sensor	-3[16.7 µM]	-2[16.7 µM]	0	-4	.	1	4	-12[16.7 µM]
E-selectin induc	-2.7	0.6	-0.1	-0.1	0.5	.	0.0	0.0
RAD54 branch	8	-1	0	0	-9	1	4	-7
ERAP1 HTS inh	0	.	2	4	-2	0	5	1
RAD52 anneal inh	-10	.	-24	-8	-15	-7	-45	0

#9 Cc1cccc(CNCc2ccccc2)c1
#10 CCOC(=O)c1c(NS(=O)(=O)Cc2ccccc2)sc2c1CCCC2
#11 CCC(=O)NC[C@H]1[C@H](c2ccc(-c3cccc(F)c3)cc2)[C@H](CO)N1C(=O)CC
#12 C[C@@H]1CN([C@H](C)CO)C(=O)c2cc(C#CCN(C)C)cnc2O[C@@H]1CN(C)C(=O)c1cnccn1
#13 O=C(O)Cc1c(-c2ccccc2Cl)c2cc(Br)ccc2[nH]c1=O
#14 CCN1C(=O)C2(Nc3ccccc3-c3nc4ccccc4n32)c2cc(OC)ccc21 (configuration not stated)
#15 O=C(c1cnccn1)N1CC2(C1)[C@@H](c1ccccc1)[C@@H](CO)N2C(=O)c1ccccc1
#16 CCCCCCNC(=O)c1ccc(Br)o1

assay / entry	9	10	11	12	13	14	15	16
Cneo AK release	3	0	3	0	-2	-1	.	1
PglD inh	1	-3	-3	10	7	-7	.	2
PGC1a acetyl inh	11	.	3	13	12	5	-3	-18
miR-122 sensor	-1	-4	-6[16.7 µM]	1[16.7 µM]	-5	3	.	12
E-selectin induc	0.1	.	0.4	0.5	-0.6	.	-0.1	0.4
RAD54 branch	-4	6	-2	3	-1	-2	.	0
ERAP1 HTS inh	2	.	0	2	.	.	-2	0
RAD52 anneal inh	-8	.	-21	-37	1	.	-10	-17

Three entries drawn at random from the list so far:
#5 Cc1ccc([C@@H]2CC=C(C(=O)O)[C@H](c3ccccc3F)N2S(=O)(=O)c2ccc(C)cc2)cc1
#11 CCC(=O)NC[C@H]1[C@H](c2ccc(-c3cccc(F)c3)cc2)[C@H](CO)N1C(=O)CC
#15 O=C(c1cnccn1)N1CC2(C1)[C@@H](c1ccccc1)[C@@H](CO)N2C(=O)c1ccccc1

assay / entry	5	11	15
Cneo AK release	6	3	.
PglD inh	0	-3	.
PGC1a acetyl inh	.	3	-3
miR-122 sensor	.	-6[16.7 µM]	.
E-selectin induc	0.5	0.4	-0.1
RAD54 branch	-9	-2	.
ERAP1 HTS inh	-2	0	-2
RAD52 anneal inh	-15	-21	-10

Other records follow:
#17 CCOc1ccc(CNS(=O)(=O)c2cccs2)cc1OCC
#18 COc1ccccc1NC(=O)CSCC(N)=O
#19 COc1ccc(C=O)cc1Oc1nc(Cl)ncc1F
#20 O=S(=O)(NCc1ccco1)c1cccc(S(=O)(=O)N2CCCCC2)c1
#21 CC(=O)Nc1ccc(Nc2nnc(-c3ccc(C)c(S(=O)(=O)NCC4CCCO4)c3)c3ccccc23)cc1 (configuration not stated)
#22 C/C=C/c1ccc2c(c1)O[C@@H](CN(C)CC1CCOCC1)[C@@H](C)CN([C@@H](C)CO)S2(=O)=O
#23 O=C(c1ccc([N+](=O)[O-])cc1)N1CCN=C1SCc1ccccc1
#24 CC(C)(C)c1ccc(OCC(=O)NNC(=O)CCc2ccccc2)cc1

assay / entry	17	18	19	20	21	22	23	24
Cneo AK release	-1	-1	-3	1	-1	52	.	-5
PglD inh	-4	0	-21	-2	2	2	.	4
PGC1a acetyl inh	.	4	-4	7	-17	-19	4	11
miR-122 sensor	-3	-8	-2	5	29	-3[16.7 µM]	.	-2
E-selectin induc	0.0	.	-0.8	1.8	0.0	-0.1	0.0	.
RAD54 branch	-9	7	-11	4	-6	-3	.	8
ERAP1 HTS inh	.	0	-6	.	0	1	10	.
RAD52 anneal inh	-1	-16	-7	.	-6	-7	-17	.

#25 Cc1cccc(Oc2cc(NC(=O)c3ccccc3)cc([N+](=O)[O-])c2)c1
#26 N#Cc1nc(-c2ccc(Cl)cc2)oc1NCc1cccc2c1OCO2
#27 CO[C@H](CN(C)S(=O)(=O)c1cccc(Cl)c1)[C@@H](C)CN(C(=O)Nc1ccccc1F)[C@H](C)CO
#28 O=C1CCN(CCc2ccccc2)CCN1[C@H](CSc1ccc(Br)cc1)c1ccccc1
#29 Fc1ccccc1NC(=S)NCc1ccccc1
#30 CCCc1cc(C(=O)OCC(=O)NCCc2ccccc2)sc1C
#31 CC(=O)c1c(C)[nH]c(C(=O)OCC(=O)Nc2c(C)cccc2C)c1C
#32 CCC1(c2ccccc2)NC(=O)N(CC(=O)Nc2ccccc2C(=O)NC2CCCC2)C1=O (configuration not stated)

assay / entry	25	26	27	28	29	30	31	32
Cneo AK release	-2	-3	16	2	2	-2	1	.
PglD inh	3	2	-2	7	6	2	0	.
PGC1a acetyl inh	-30	.	2	.	-10	2	1	.
miR-122 sensor	-4	-2	.	-3	33	-1	-3	-2
E-selectin induc	.	.	0.0	0.4	.	.	0.8	-1.4
RAD54 branch	1	8	-6	10	2	4	1	.
ERAP1 HTS inh	.	.	0	0	-5	2	1	5
RAD52 anneal inh	.	.	-8	-43	-6	-35	-6	-2

#33 COC(=O)c1ccc(NC(=O)c2cc3sccc3n2C)cc1
#34 C[C@@H]1CN([C@@H](C)CO)C(=O)c2cc(C#CCN(C)C)cnc2O[C@@H]1CN(C)C(=O)Nc1ccccc1F
#35 COCC(=O)Nc1ccc2c(c1)C(=O)N(C)C[C@H](OC)[C@@H](C)CN(Cc1ccccc1)[C@@H](C)CO2
#36 Cc1ccc(C)c(OCC(=O)NNC(=O)CCN2CCN(c3ccccc3)CC2)c1
#37 ClC1=C(Cl)C(Cl)=C(Cl)C1=C/C=C/c1ccccc1
#38 C=CC[C@@H](CC(=O)N(CCO)Cc1ccccc1)C(=O)NC[C@H](OC(=O)[C@@H](CC=C)CC(=O)OC(C)(C)C)c1ccccc1
#39 O=C(c1ccccc1)c1nn(-c2cccc(Cl)c2)ccc1=O
#40 CCN(CC)C(=O)Cn1cc(C(=O)C(=O)NCCCN2CCOCC2)c2ccccc21

assay / entry	33	34	35	36	37	38	39	40
Cneo AK release	-2	-2	0	8	1	1	-2	1
PglD inh	3	1	-2	-3	-3	2	5	-2
PGC1a acetyl inh	5	2	-13	6	3	.	14	.
miR-122 sensor	.	-7[16.7 µM]	29[16.7 µM]	-10	.	.	-5	-3
E-selectin induc	.	0.0	-0.2	.	.	1.4	-3.8	-0.2
RAD54 branch	11	-7	2	-4	1	8	6	-3
ERAP1 HTS inh	.	0	2	-1	-2	-1	-2	-1
RAD52 anneal inh	.	-5	-3	-10	-8	3	-3	-26

#41 Cc1cc2nc(N=C(N)N)nc(C)c2cc1C
#42 CCN(CC)Cc1c(C(=O)N/N=C/c2cccnc2)nnn1-c1nonc1N
#43 Cc1noc(C)c1S(=O)(=O)Nc1ccc2c(c1)C(=O)N([C@H](C)CO)C[C@@H](C)[C@H](CN(C)C(=O)NC(C)C)OCCCC[C@@H](C)O2
#44 CNC[C@H]1Oc2ncc(Br)cc2C(=O)N([C@H](C)CO)C[C@H]1C
#45 S=C(NCc1cccs1)Nc1ccc(Br)cc1Cl
#46 O=C(NCc1ccc(F)cc1)c1cc(C2CCCCN2C(=O)CCCc2ccccc2)on1 (configuration not stated)
#47 O=C(OCc1ccc([N+](=O)[O-])cc1)c1cc(S(=O)(=O)N2CCCCC2)ccc1N1CCOCC1
#48 CCCC(=O)N1c2ccccc2NC2=C(C(=O)CCC2)C1c1ccc(F)cc1 (configuration not stated)

assay / entry	41	42	43	44	45	46	47	48
Cneo AK release	-1	6	-6	6	7	-1	-1	1
PglD inh	0	6	-1	-2	-7	4	0	3
PGC1a acetyl inh	.	.	1	7	.	-5	.	-2
miR-122 sensor	3	-3	-1[16.7 µM]	-15[16.7 µM]	63	-3	.	6
E-selectin induc	1.7	.	.	0.1	-1.3	83*	.	.
RAD54 branch	?	-7	-1	4	-6	5	-13	0
ERAP1 HTS inh	-5	-1	1	-6	0	0	0	.
RAD52 anneal inh	84*	1	-8	13	-23	-8	1	.

#49 COCC(=O)Nc1ccc2c(c1)OC[C@H](C)N(C(=O)c1ccccc1)C[C@@H](C)[C@@H](OC)CN(C)C2=O
#50 CC(OC(=O)Cn1cnc2c1c(=O)n(C)c(=O)n2C)C(=O)Nc1ccc(Cl)cc1 (configuration not stated)
#51 CCSc1nc2c(c(=O)n1Cc1ccccc1)SC(C)C2 (configuration not stated)
#52 O=C(Nc1ccccc1)Nc1cccc(Cl)c1
#53 COc1ccccc1N1CCN(C/C(C)=C/c2ccccc2)CC1
#54 CN(C)C(=O)[C@@H]1[C@@H](CO)[C@@H]2Cn3c(ccc(-c4ccncc4)c3=O)[C@H]1N2C(=O)NC1CCCC1
#55 CCNC(=O)COc1cc(C)c(Cl)c(C)c1

assay / entry	49	50	51	52	53	54	55
Cneo AK release	5	-10	-5	-4	-3	.	1
PglD inh	-2	3	7	-5	1	.	1
PGC1a acetyl inh	8	.	-4	5	-10	-2	12
miR-122 sensor	-12[16.7 µM]	.	-4	-2	0	.	-9
E-selectin induc	1.0	1.8	.	.	.	0.1	.
RAD54 branch	-3	-5	-2	3	-16	.	-1
ERAP1 HTS inh	0	1	.	.	.	3	.
RAD52 anneal inh	-1	-3	.	.	.	-1	.
